bIAP act: intestinal alkaline phosphatase (bovine) activation. purified bovine IAP, CDP-star luminescence, 30 min; active compounds read high; fold of DMSO-control signal, blank-subtracted. activation factor at 20 µM. 200,000 compounds, 0.17% hits. AID 1016;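 active means activation factor of 2 or more at 20 µM, a signal rise over negative controls twice the positive control's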
PMI act hi M6P: activators of human phosphomannose isomerase at near-saturating mannose 6-phosphate | P34949 | coupled PMI enzyme assay, resazurin fluorescence, 20 min; active compounds read high; 1 = untreated enzyme, 0 = substrate-free blank | activation factor at 20 µM | 190,000 compounds, 0.34% hits | AID 1216;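 active means activation factor of 2 or more at 20 µM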
Target sequence (P34949 whole entry, looked up): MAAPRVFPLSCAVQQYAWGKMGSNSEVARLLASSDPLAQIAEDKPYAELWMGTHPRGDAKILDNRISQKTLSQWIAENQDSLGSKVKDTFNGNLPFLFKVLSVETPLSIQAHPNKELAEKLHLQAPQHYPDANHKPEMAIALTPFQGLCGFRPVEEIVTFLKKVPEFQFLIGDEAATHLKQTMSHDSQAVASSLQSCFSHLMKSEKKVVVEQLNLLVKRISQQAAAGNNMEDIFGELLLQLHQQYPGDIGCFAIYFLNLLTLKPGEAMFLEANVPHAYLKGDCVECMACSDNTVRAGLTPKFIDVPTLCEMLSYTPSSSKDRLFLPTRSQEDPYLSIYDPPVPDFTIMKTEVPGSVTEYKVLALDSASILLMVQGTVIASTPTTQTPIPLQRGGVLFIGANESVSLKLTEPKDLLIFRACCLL
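Test system: human PMI in coupled enzyme assay; Input: PMI at 15 ng/mL final; Medium: HEPES buffer, pH 7.4; Schedule: 20 min incubation at room temperature; Technique: resorufin fluorescence at Ex 544/Em 590 nm; Compound: 20 µM single dose; Probe or stimulus: Near-saturating mannose-6-phosphate, 1.0 mM.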
TNAP act hiacc: activators of human TNAP at high phosphate acceptor concentration. purified TNAP, CDP-star luminescence, 1 M DEA, 30 min; active compounds read high; 0 = EDTA background, 1 = DMSO-only activity. activation factor at 20 µM. 200,000 tested, under 10 active. AID 1136;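 active means activation factor at least 2 at 20 µM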
Target sequence (P05186 whole entry, looked up): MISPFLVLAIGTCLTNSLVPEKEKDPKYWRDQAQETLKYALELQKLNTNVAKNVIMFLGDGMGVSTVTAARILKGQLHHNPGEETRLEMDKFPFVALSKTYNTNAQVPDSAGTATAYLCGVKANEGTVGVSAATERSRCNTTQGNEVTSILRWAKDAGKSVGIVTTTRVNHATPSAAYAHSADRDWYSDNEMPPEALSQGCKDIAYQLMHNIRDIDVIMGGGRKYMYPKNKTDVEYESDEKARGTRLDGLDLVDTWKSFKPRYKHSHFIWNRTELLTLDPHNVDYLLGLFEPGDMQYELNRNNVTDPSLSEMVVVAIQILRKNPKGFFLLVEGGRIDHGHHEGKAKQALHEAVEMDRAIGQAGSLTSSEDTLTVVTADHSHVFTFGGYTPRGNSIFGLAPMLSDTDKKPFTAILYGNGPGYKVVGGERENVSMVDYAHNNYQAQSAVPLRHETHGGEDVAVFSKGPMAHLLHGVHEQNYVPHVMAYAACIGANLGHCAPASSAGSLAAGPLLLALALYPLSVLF
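Measured by: Luminescent substrate turnover signal | Test system: Human TNAP | Input: TNAP 1/800 final | Dosing: 20 µM single point | Schedule: 30 min, room temperature | Controls: EDTA wells as negative control, DMSO wells as positive control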
PMI activator: phosphomannose isomerase (human) activation. P34949. purified human PMI, coupled resazurin fluorescence, 20 min; active compounds read high; 1 = vehicle control, 0 substrate-free wells. activation factor at 20 µM. 190,000 compounds, 0.005% hits;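 active means activation factor of 2 or more at 20 µM, relative to plate controls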
APP 5'UTR act: activates APP 5'UTR luciferase reporter; SH-SY5Y APP 5'UTR luciferase reporter, luminescence; zero percent = DMSO vehicle wells; activation, % at 2 µM; 190,000 compounds, 1% hits; AID 1276;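 active means activation above a set limit, based on mean plus 3 SD of controls, cut at about 140% in these data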; further: values of inactives mirror those of a sister screen read the other way
TNAP inh no acc: blocks human TNAP activity with no phosphate acceptor present; inhibition, % at 20 µM; purified TNAP, CDP-star luminescence, 30 min; 200,000 compounds, 0.26% hits; P05186;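 active means tissue-nonspecific alkaline phosphatase inhibition above about 50% at 20 µM in the single-dose screen, limit read from the data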;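 further: 0% = DMSO negative control and 100% = EDTA positive control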
FLuc inhib CS: Photinus pyralis luciferase inhibition counter-screen; P08659; ATPLite firefly luciferase biochemical luminescence, 10 min; inhibition, % at 10 µM; 200,000 compounds, 1.5% hits; AID 1006;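 active means inhibition above about 50% when tested at 10 µM, limit read from the data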
FLuc stim CS: affects firefly luciferase, flagging false hits in luciferase stimulation screens; activation factor at 10 µM; P08659; ATPlite luciferase biochemical, luminescence, 10 min; 0 = ATP-free wells, 1 = DMSO control; 200,000 tested, under 10 active;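 active means luciferase activation factor, scaled between plate controls, of at least 2 with compound at 10 µM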
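Material: Luciferase/luciferin reagent mix; Doses: test compounds dosed from 2 mM stocks in 100% DMSO; Schedule: 10 min incubation after luciferase reagent addition, room temperature; Measured by: luminescence from luciferase reaction; Read-out: luminescence gain marking luciferase activators.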
NF-kB neuron act: raises NF-kB expression in human neuronal cells | 190,000 compounds, 1.6% hits | NF-kB reporter expression; active compounds read high | fold change at 12.5 µM; in the data active means fold change above about 3.3
TNAP inh hi DEA: inhibitors of human TNAP at high phosphate acceptor concentration. P05186. purified TNAP, CDP-star luminescence, 1 M DEA. inhibition, % at 20 µM. 200,000 compounds, 0.03% hits;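 active means over 50% inhibition of tissue-nonspecific alkaline phosphatase at 20 µM in the single-dose screen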;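 further: plate controls were DMSO wells for no effect and EDTA-quenched wells as full inhibition for full effect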
* marks the source's active call; other numbers are inactive results; x = not tested or not shown. The order is random. Share with any hit: about 3.6%.

SMILES	bIAP act	PMI act hi M6P	TNAP act hiacc	PMI activator	APP 5'UTR act	TNAP inh no acc	FLuc inhib CS	FLuc stim CS	NF-kB neuron act	TNAP inh hi DEA
CN(C)/C=C(\C#N)C(=O)N/N=C(\CC(=O)C(F)(F)F)c1ccco1	1.2	0.8	1	0.9	3	-14	-4	1	1.1	-2
CC1CCN(c2nc3ccccc3nc2N2CCC(C)CC2)CC1	0.9	1	1	0.9	3	-11	-6	1.1	1.2	-5
CC(=O)NC(O)C(=O)c1ccccc1 (stereo not drawn)	0.9	0.9	1.1	1	9	-14	-7	1.1	1	-7
COc1ccc(-c2[nH]ncc2CN2CCCCCCC2)c(OC)c1	1	1	1.1	0.9	15	-2	-9	1.1	1.1	-9
CCSc1nc2ccccc2n1CC(=O)OC	1	1	1	0.9	-8	-10	2	1	1.1	-5
S=C(NCC1CCCCC1)Nc1ccc(Oc2ccccc2)cc1	1.2	1	1.2	1	37	-64	-5	1	1.1	-18
CCC(C)NC(=O)c1cnc2n(c1=O)CCS2 (stereo not drawn)	1	1	1	1	-3	-11	-10	1.1	0.98	-2
CN(C)CCCN(Cc1ccccc1)C(=S)Nc1ccc(OC(F)F)cc1	1	1	1	0.9	0	-10	-2	1	1	-1
Cc1cccc(NC(=O)CSc2nc(C)c(CC(=O)c3ccc(Br)cc3)c(C)c2C#N)c1C	0.8	1	1	0.9	12	-12	-6	1.1	0.95	-5
O=C(CCN1CCOCC1)Nc1c(-c2ccccc2)c2cc(Br)ccc2[nH]c1=O	1.1	0.9	1	0.9	-15	-7	-3	1	1	-4
COc1ccc(N2C(=O)C3CCCN3C2c2ccc(Cl)cc2)cc1 (stereo not drawn)	0.9	1	1.1	1	-7	-17	-8	1.1	1.1	-8
CCC(CC)C(=O)Nc1cccc(/C(C)=N/NC(=O)c2c(Br)cnn2C)c1	1	1	1	0.9	6	-1	-1	1	1.2	-1
CCNc1nc(NC(C)C)nc(ON=C(C)C)n1	0.9	1	1	0.9	2	-13	3	1	0.88	-4
COc1cccc(N(CC(=O)NC2CCCC2)C(=O)Cn2nnc(-c3ccc(C)cc3)n2)c1	1	0.9	1.1	0.8	7	-10	-4	1	0.83	-6
O=C(COC(=O)C1CCN(S(=O)(=O)c2cccs2)CC1)NCc1ccccc1	1	1	1	1	-5	-8	-6	1.1	1.2	-4

Compounds from the list above that contain a cyano group:
SMILES	bIAP act	PMI act hi M6P	TNAP act hiacc	PMI activator	APP 5'UTR act	TNAP inh no acc	FLuc inhib CS	FLuc stim CS	NF-kB neuron act	TNAP inh hi DEA
CN(C)/C=C(\C#N)C(=O)N/N=C(\CC(=O)C(F)(F)F)c1ccco1	1.2	0.8	1	0.9	3	-14	-4	1	1.1	-2
Cc1cccc(NC(=O)CSc2nc(C)c(CC(=O)c3ccc(Br)cc3)c(C)c2C#N)c1C	0.8	1	1	0.9	12	-12	-6	1.1	0.95	-5

(list continues)
SMILES	bIAP act	PMI act hi M6P	TNAP act hiacc	PMI activator	APP 5'UTR act	TNAP inh no acc	FLuc inhib CS	FLuc stim CS	NF-kB neuron act	TNAP inh hi DEA
O=C(Nc1c(C(=O)Nc2cccc(F)c2)oc2ccccc12)c1ccc2c(c1)OCO2	1	1	1	1	19	-7	14	0.9	1.2	-2
O/N=C/c1ccn(-c2ccc(Br)cc2)c1	1.2	0.9	1	1	57	-10	20	0.8	2	-3
CCN1C(=O)CC(N2CCC(C(=O)OC)CC2)C1=O (stereo not drawn)	0.9	0.9	1	0.9	46	-15	-4	1	1.7	-4
Cn1cc(Cl)c(C(=O)NC(=S)Nc2sc3c(c2C#N)CCCCC3)n1	0.6	0.9	0.9	0.8	22	1	12	0.9	1.3	6
CSc1nccc(Oc2ccc(C#N)cc2)n1	1	0.9	1	0.9	-8	5	-6	1.1	1.1	4
CCc1ccc(C2NC(=S)NC3=C2C(=O)N(c2ccccc2OC)C(c2ccc(CC)cc2)N3)cc1 (stereo not drawn)	1.2	0.9	1.1	0.9	x	1	-6	1.1	1	-7
O=C1CCSc2ccc(Cl)cc2N1Cc1ccccc1	0.9	1	1.1	0.9	-3	-8	-6	1.1	0.87	-6
Cc1nc(N2CCOCC2)nc2c1CCC2	1.1	1	1	1.1	4	-4	1	1	0.94	0
COC(=O)c1cccn(CC(=O)c2ccc(Cl)cc2Cl)c1=O	1.1	0.9	1	1	-1	-4	35	0.6	1	1
CCOC(=O)N1CCN(c2c(NCCc3ccc(OCC)c(OCC)c3)c(=O)c2=O)CC1	1	0.9	1	0.7	2	-2	0	1	1.2	4
O=C(CN1C(=O)C2C3C=CC(C4CC34)C2C1=O)NCc1ccco1 (stereo not drawn)	1.1	0.9	1	0.9	2	-5	-2	1	1.1	-2
Cc1ccc(C2OC34CCCCCC3C(C#N)(C(=N)O4)C2(C#N)C#N)cc1 (stereo not drawn)	1	0.9	1	0.8	3	-16	0	1	1	2
CCCCCCNc1nc(-c2ccc(OC)cc2)c(CCC(=O)O)s1	0.7	0.9	0.9	0.9	-2	-2	-1	1	1.3	5
CCOC(=O)C(C)Sc1ccc2nnc(-c3ccc(F)cc3)n2n1 (stereo not drawn)	1	1.3	1	1.2	0	-12	0	1	1	-2
COc1cc(CNCC(C)C)cc(Br)c1OCC(=O)Nc1ccccc1	1	1.1	1	1	-20	-10	-4	1	0.92	-4

Ordered by the number under APP 5'UTR act (descending): some entries from above.
structure	APP 5'UTR act
Cc1ccc(C2OC34CCCCCC3C(C#N)(C(=N)O4)C2(C#N)C#N)cc1 (stereo not drawn)	3
CSc1nccc(Oc2ccc(C#N)cc2)n1	-8
COc1cc(CNCC(C)C)cc(Br)c1OCC(=O)Nc1ccccc1	-20

Remaining list, next part.
SMILES	bIAP act	PMI act hi M6P	TNAP act hiacc	PMI activator	APP 5'UTR act	TNAP inh no acc	FLuc inhib CS	FLuc stim CS	NF-kB neuron act	TNAP inh hi DEA
Cc1ccc(NC(=O)CN(c2ccc(Cl)cc2)S(=O)(=O)c2cc([N+](=O)[O-])ccc2Cl)c(C)c1	1.1	0.8	1	0.8	17	-1	-2	1	1.1	1
COc1ccccc1NC(=O)CCSc1ccc(C)cc1	0.8	1	1	0.9	7	-5	-6	1.1	1.3	-4
CCOc1cc(/C=N/NC(=O)CNc2ccc(C)cc2)ccc1OC(=O)c1ccccc1	1	1	1	0.9	-19	-10	-2	1	1.2	3
CCN(CC)C(=O)CSc1nc2ccccc2c(=O)n1CCC(=O)NCc1ccc(F)cc1	1.1	0.9	1	0.9	14	-8	1	1	0.79	-3
COc1ccc(CCNc2nc3ccccc3n3nnnc23)cc1OC	0.9	1	1.1	1.1	9	-18	-5	1.1	0.93	-6
COc1ccc(CNC(=O)C(C)c2ccc([N+](=O)[O-])cc2)cc1 (stereo not drawn)	0.9	0.9	1	0.9	-1	-4	-4	1	1.2	-1
Cc1ccc(NS(=O)(=O)c2cccc(C(=O)Nc3cc(C)on3)c2)cc1	0.9	1.2	1	1.1	-6	-5	-6	1.1	0.89	0
Fc1cccc(C2NN=C(c3ccccc3)S2)c1 (stereo not drawn)	1	1.6	1	1.3	182*	-16	67*	0.3	9*	2
FC(F)(F)c1cccc(N2CCN(C(=S)NCC3CCCO3)CC2)c1 (stereo not drawn)	1	0.9	1	0.9	-9	-5	-1	1	0.88	-2
COCCCNC(=O)C1CC(=O)N(CCc2ccc(OC)c(OC)c2)C1 (stereo not drawn)	1	1	1	1.1	4	-11	-9	1.1	1.1	-4
Cc1ccc(SCc2[nH]nc3c2C2(C(=O)Nc4ccc(F)cc42)C(C#N)=C(N)O3)cc1 (stereo not drawn)	1.3	1	1	0.9	0	2	-4	1	1.2	-2
CCC1CCCCN1CCNS(=O)(=O)c1ccc2c(c1)oc(=O)n2C (stereo not drawn)	0.9	0.9	1	1	-6	-8	-4	1	0.97	-2
CC1Cc2ccccc2N1S(=O)(=O)c1cccc(C(=O)NCCCO)c1 (stereo not drawn)	1.2	1	1	1	6	-11	-3	1	1.2	-4
CCOc1nc(NCCc2ccc(OC)c(OC)c2)nc(N2CCN(c3ccc(OC)cc3)CC2)n1	1	1	1.1	1	x	-10	-7	1.1	1.1	-6
O=C(CSc1nnnn1C1CCCCC1)Nc1ccc2c(c1)OCO2	0.9	0.9	1	0.8	10	-9	-2	1	1	-4
Cc1ccc(-c2cc(C(=O)N3CCCC3)no2)cc1	0.9	1	1	1	208*	-9	85*	0.2	3.8*	0
CCN1C(=O)/C(=C/C=C2/CCCN2C)OC1=S	0.6	0.5	0.8	0.7	29	16	-2	1	1.7	20
O=C(COc1ccccc1)NC1CCS(=O)(=O)C1 (stereo not drawn)	1.1	1	1.1	0.9	-13	-8	-7	1.1	1.3	-6
Cc1ccc(NC(=O)COC(=O)c2cc(Cl)ccc2[N+](=O)[O-])c(C)c1	0.8	1.1	1	1.1	15	-8	-3	1	1.1	-3
O=C(CNC(=O)c1ccc2c(c1)OCCO2)N/N=C/c1cccc(Br)c1	0.8	1	1	1	14	-5	-2	1	1.4	-4
CCCN1C(=O)/C(=C/c2ccncc2)SC1=S	1.1	0.9	1	0.9	8	14	0	1	1.1	-2
CC(C)C(=O)NC(c1ccc([N+](=O)[O-])cc1)c1c(O)ccc2ccccc12 (stereo not drawn)	1.1	0.4	1	0.7	1	-4	0	1	0.69	3
Cn1cnnc1SC1CCCCC1NS(=O)(=O)c1ccc(Cl)cc1 (stereo not drawn)	0.9	1.2	1.1	1.3	13	-8	-2	1	1.1	-6
CCOC(=O)c1sc(NC(=O)CCCn2nc([N+](=O)[O-])c(Cl)c2C)c(C(=O)OCC)c1C	0.2	1	1	0.9	8	-11	-4	1	0.6	-2
CCOC(=O)c1nn(-c2cccc(C)c2)c2nnc(Cc3ccc(C)cc3)c(=O)n12	1	0.9	1	0.8	-2	-5	-5	1	0.95	-2
NC(=O)c1cc(Cc2ccccc2)sc1NC(=O)c1ccco1	1	0.9	1	0.7	84	-17	0	1	3.4*	-3
CCCc1[nH]nc2c1C(C1CCCCC1)C(C#N)=C(N)O2 (stereo not drawn)	0.9	0.9	1	0.8	3	46	-5	1.1	1.4	-1
O=C(/C=C/c1cccs1)Nc1nc(-c2ccccc2)cs1	0.8	0.8	1	0.9	29	-3	4	1	1.3	3
CCCCNC(=O)c1onc(CSc2cccc(F)c2)c1C(=O)O	1	1	1	1	-2	-11	-2	1	1.1	-1
CCn1c(CCc2ccccc2)n[nH]c1=S	0.7	1	1	1	18	13	5	1	1.4	-4
C#Cc1ccc([C@@H]2C=C(C(=O)O)O[C@H](OCc3ccc(CO)cc3)C2)cc1	1	1	0.9	1	17	-3	-3	1	1.1	13
Cc1cc2ccccc2n1CCC(=O)O	1	1	1.1	1.1	17	-7	-5	1	0.96	-7

Screening data from PubChem.
